Source: PubChem (several laboratories)
TPT1 inh – C. albicans TPT1 enzyme inhibition | inhibition, % at 5 µM | 0.81% of 300,000 active | recombinant caTPT1, FP RNA substrate dephosphorylation;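 active = inhibition above the mean of all tested compounds plus 3 SD, set per screening campaign, cut at about 24% in these data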;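 also: plate controls were DMSO alone for no effect and ferristatin control at 100 nM for full effect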
GASC-1 inh – inhibitors of human GASC-1 (JMJD2C) demethylase; GST-JMJD2C(1-420) H3K9me3 demethylation, DELFIA europium; 0.069% of 330,000 active; inhibition, % at 2.35 µM; Q9H3R0;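 active = more than half of a compound's replicate wells show inhibition beyond 50%, single wells judged on their own value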;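 also: signal counts dimethyl H3K9 product captured on neutravidin plate; 0% = median of DMSO wells and 100% = 0.3 times that DMSO median; strong numbers were not always called active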
core dimer inh – blocks dimerization of HCV core protein. TR-FRET GST/Flag-core106 dimerization, 1536-well. inhibition, % at 5 µM. 0.33% of 300,000 active;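 active = inhibition above the mean of all tested compounds plus 3 SD, set per screening campaign, cut at about 45% in these data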
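System: GST-tagged and Flag-tagged HCV core protein residues 1-106 / Input: core106 proteins, GST 13.5 nM and Flag 17 nM / Buffer or medium: KF-containing HEPES buffer, pH 7.45, DTT, CHAPS, BSA / Probe or stimulus: Eu-anti-GST and XL665-anti-Flag labelled anti-tag antibodies / Schedule: 4 h, 22.5 °C incubation / Technique: TR-FRET 671 and 617 nm emission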
procasp3 activ – activates human procaspase-3; activation, % at 8.5 µM; 0.11% of 330,000 active; AID 463141; P42574; recombinant procaspase-3 D3A, Ac-DEVD-pNA absorbance 405 nm;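 active = activation above the mean of all tested compounds plus 3 SD, cut at about 21% in these data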;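 also: 0% = DMSO alone and 100% = DMSO wells spiked with extra 5 µM PC-3 D3A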
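assay system = Procaspase-3 D3A mutant | signal = absorbance at 405 nm, 0 and 120 min | times = 1 h preincubation plus 2 h reaction at 25 °C | repeats = single replicate | read-out = % activation between DMSO and enzyme-spiked controls | medium = Zinc-free HEPES saline buffer with Triton X-100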
Fh CTSL1 inh – blocks F. hepatica cathepsin L1 in PFM18AAP counter-screen | recombinant F. hepatica cathepsin L1, Z-Leu-Arg-MCA fluorescence | 0.49% of 300,000 active | inhibition, % at 5.96 µM | AID 1906;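 active = inhibition above the mean of all tested compounds plus 3 SD, set per screening campaign, cut at about 17% in these data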;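 also: 0% = plate median of test compound wells and 100% = 1 µM Z-Phe-Ala-diazomethylketone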
PP5 primary – PP5 (human) phosphatase inhibition | P53041 | inhibition, % at 6.7 µM | 0.18% of 320,000 active | AID 1987 | purified PP5c, OMFP substrate fluorescence;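 active = inhibition above the campaign's mean inhibition across all tested compounds plus 3 SD, cut at about 9.5% in these data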;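 also: 0% = DMSO only and 100% = 100 µM cantharidin control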
Target sequence (P53041 whole entry, looked up): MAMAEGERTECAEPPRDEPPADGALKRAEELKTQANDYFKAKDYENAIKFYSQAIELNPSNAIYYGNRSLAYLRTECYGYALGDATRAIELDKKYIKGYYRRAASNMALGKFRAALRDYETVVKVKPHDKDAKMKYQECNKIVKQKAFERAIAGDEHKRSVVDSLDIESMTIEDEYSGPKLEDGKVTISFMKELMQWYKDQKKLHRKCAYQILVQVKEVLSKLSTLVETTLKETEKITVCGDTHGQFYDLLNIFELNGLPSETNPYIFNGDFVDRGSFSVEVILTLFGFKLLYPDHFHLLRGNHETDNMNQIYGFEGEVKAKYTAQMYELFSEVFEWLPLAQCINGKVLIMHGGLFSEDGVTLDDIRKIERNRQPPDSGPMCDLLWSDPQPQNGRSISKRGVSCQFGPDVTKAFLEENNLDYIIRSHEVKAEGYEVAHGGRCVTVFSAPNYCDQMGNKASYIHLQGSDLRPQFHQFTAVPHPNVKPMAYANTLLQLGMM
Efflux pump mplx – antifungal efflux pump inhibition, Nile Red retention. S. cerevisiae Candida pump triplex. inhibition, % at 10 µM. 0.44% of 330,000 active. AID 485275;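 active = plate passing quality check with inhibition over a set limit, or well fluorescence over plate mean plus 4 SD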;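 also: Nile Red retained in pooled yeast measured as flow cytometry median fluorescence; 0% = buffer negative control and 100% = Enniatin B positive control; higher means more Nile Red kept so more efflux inhibition; some compounds called inactive have numbers as strong as hits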
PP1 counter – counter-screen for PP5 inhibitors: inhibitors of human PP1-alpha; 0.9% of 320,000 active; inhibition, % at 6.7 µM; purified PP1alpha, OMFP fluorescence;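 active = inhibition above the mean inhibition of all tested compounds plus 3 SD, computed separately for each screening campaign, cut at about 15% in these data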
proCasp7 act – counter-screen for procaspase-3 activators: activators of human procaspase-7; P55210; recombinant procaspase-7, Ac-DEVD-pNA absorbance 405 nm; D23A/D198A/D206A triple mutant, cannot self-cleave; scale: DMSO 0, 5 µM enzyme 100; activation, % at 8.5 µM; 0.093% of 330,000 active;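 active = percent activation above the screen-wide mean plus 3 SD, cut at about 25% in these data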
Target sequence (P55210 whole entry D23A/D198A/D206A): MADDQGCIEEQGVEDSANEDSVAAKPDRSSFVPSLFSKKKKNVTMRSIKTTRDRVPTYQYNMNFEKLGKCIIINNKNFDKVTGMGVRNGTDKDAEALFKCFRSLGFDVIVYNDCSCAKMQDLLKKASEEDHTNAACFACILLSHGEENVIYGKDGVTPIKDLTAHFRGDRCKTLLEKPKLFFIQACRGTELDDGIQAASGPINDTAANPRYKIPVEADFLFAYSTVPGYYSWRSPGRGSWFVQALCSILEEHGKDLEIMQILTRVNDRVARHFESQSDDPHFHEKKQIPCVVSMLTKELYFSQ
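Material: Procaspase-7 triple mutant (PC-7 D3A) | Quantity: 2 µM procaspase-7 mutant as dispensed | Reagent: DEVD-pNA substrate | Times: 1 h preincubation, 2 h reaction | Technique: 405 nm absorbance of p-nitroaniline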
* = called active by the depositor; . = not tested or not shown; & = joins results of further samples.

Order of results – TPT1 inh, GASC-1 inh, core dimer inh, procasp3 activ, Fh CTSL1 inh, PP5 primary, Efflux pump mplx, PP1 counter, proCasp7 act
1) O=C(COC(=O)CNS(=O)(=O)c1ccc(Br)cc1Cl)NC1CCCC1
  4.7, 35.5, 6.0, 3.7, -48.4, -0.2, 0.0, -0.9, 8.3
2) Cc1c(C)n(Cc2ccccc2)c2ncnc(NCCN(C)C)c12
  -6.9, -0.9, -5.6, 7.3, -4.4, 2.1, -0.1, 0.1, 8.3
3) O=C(NC1CCCCC1)C(c1ccco1)N(Cc1cccs1)C(=O)Cn1nnc2ccccc21 (stereo unspecified)
  -2.2, 5.5, 6.7, -8.3, -1.2, 2.2, 0.2, -2.4, -9.4
4) Cc1ccc(Cl)cc1N1CCN(CC(=O)Nc2ccc(CN3CCCCC3)cc2)CC1
  -8.8, -16.3, -7.6, 8.8, -3.5, 0.3, 0.3, -2.8, 7.8
5) CC(=O)OCCC(NS(=O)(=O)OCC(Cl)(Cl)Cl)c1ccccc1 (stereo unspecified)
  -2.1, -6.1, -12.6, -4.6, -5.0, 4.1, 0.7*, 2.9, -10.8
6) CC(C)NCCCCOc1cccc(Br)c1
  -4.7, 4.4, 1.1, 0.4, 0.6, 1.4, -0.3, -0.1, -2.6
7) CCCCCn1ccc(=O)c2c(C(F)(F)F)nccc21
  1.6, 2.2, -1.6, 2.1, -2.8, -1.0, 0.0, -3.4, -2.3
8) CCOc1cc2[nH]c(=S)n(CCC(=O)NCc3ccco3)c(=O)c2cc1OCC
  5.6, 22.8, -2.0, 4.6, 4.8, -2.4, 0.1, -1.2, 3.2
9) CCOC(=O)CC1CCCCN1C(=O)c1cc(COc2cccc3cnccc23)on1 (stereo unspecified)
  -3.4, 0.4, -11.0, 6.8, -0.2, -2.1, 0.1, -1.1, 6.2
10) CCOC(=O)C(NC(=O)CCl)(Nc1sc(C)c(CC)c1C#N)C(F)(F)F (stereo unspecified)
  -1.2, -3.2, 0.1, -9.6, 9.6, 1.4, -0.3, -1.8, -5.3
11) CCOc1ccc(-c2[nH]ncc2Oc2ccccc2OC)c(O)c1
  -0.7, -33.3, 2.1, 6.3, 2.6, 4.7, 0.1, 6.0, 2.5
12) CCOC(=O)c1c(NC(=O)CSc2n[nH]c(CNc3ccccc3)n2)sc(C)c1C
  -2.5, -1.4, 7.0, 4.5, 3.9, 0.1, 0.1, -1.3, 3.7
13) CCCCC[C@H](O)/C=C/[C@H]1CCC(=O)[C@@H]1CCCCCCC(=O)N1CCCCC1CO (stereo partly specified)
  -3.5, -2.0, -3.8, 2.9, 3.9, 2.8, 0.0, 6.9, 4.0
14) O=C(N/C(=C\c1ccc([N+](=O)[O-])cc1)C(=O)N1CCCCC1)c1ccccc1
  -1.3, 2.1, 7.6, -9.4, 4.0, 0.3, 0.4, -8.5, -6.3
15) COc1ccc(-n2c(=O)c3c4c(sc3n(CC(=O)Nc3cc(C)[nH]n3)c2=O)CCCC4)c(OC)c1
  1.3, 1.4, 9.6, 4.0, 1.1, 2.3, 0.4, 3.1, -10.0
16) CCCOc1ccc(N2C(=O)C/C(=C\c3ccccc3)C2=O)cc1
  0.4, -23.1, -1.7, -6.4, -4.9, -0.4, 0.2, -4.9, -2.0
17) COc1ccc(NC(=O)CS(=O)CC(=O)NCC2OCCc3ccccc32)cc1 (stereo unspecified)
  -5.8, 9.4, -6.8, -3.0, 0.8, -0.9, -0.2, -3.4, 9.1
18) COc1cc(OC)c(C2=NOC(C(=O)O)C2)cc1Cl (stereo unspecified)
  -2.5, -9.4, -0.5, -4.7, 1.6, -1.8, -0.1, -2.4, 5.7
19) OCCN1CN=C(Nc2nc3ccccc3o2)NC1
  -0.9, 4.4, -0.6, 3.0, -0.7, -0.6, -0.2, -2.5, 3.1
20) CCCCOc1ccc(CSc2n[nH]c(C)n2)cc1
  -2.6, 2.2, -7.4, -0.7, 1.1, 2.0, 0.0, 1.2, -0.5
21) COc1cc(-c2nnc(CSc3nnc4nc(C)cc(C)n34)o2)cc(OC)c1OC
  2.0, 0.8, -6.0, 2.1, -1.4, -0.6, 0.1, -3.4, 5.2
22) COC(=O)CCC(=O)OC1(C)C(=O)C2=CN(CC(C)C)C(c3ccc(OC)cc3)=CC2=C(Br)C1=O (stereo unspecified)
  -0.9, -2.0, 11.0, -0.2, -0.9, 14.7*, -0.1, 7.5, -31.2
23) O=C(c1ccco1)N1CCN(c2ccccc2F)CC1
  -2.2, 4.8, -0.6, 3.8, 9.9, 2.6, -0.1, 3.6, -3.1
24) Cc1ccc2[nH]cc(C(=O)CN3CCN(c4ccccn4)CC3)c2c1
  7.4, 0.9, -2.3, -43.9, -12.4, 5.0, 0.0, -5.4, -0.7
25) O=C(COC(=O)c1ccc2c(c1)OCCO2)NC1CCCCC1
  ., -4.5, ., -6.3, ., 2.9, 0.3, 0.0, -9.8
26) Cc1onc(-c2c(Cl)cccc2Cl)c1C(=O)O/N=C(\C#N)c1ccccc1
  -0.5, 4.4, -1.7, -2.1, 2.8, -1.4, 0.0, -2.0, -5.1
27) Cc1cc(C(=O)N/N=C/c2ccc(N3CCOCC3)cc2)c(C)o1
  17.9, 6.8, -1.4, 5.1, 0.4, -1.3, -0.2, -1.0, -0.4
28) Fc1ccc(C2=CC(c3cccs3)n3nnnc3N2)cc1 (stereo unspecified)
  1.3, -3.8, 0.8, -3.1, 1.1, -0.6, 0.0, -0.8, 2.0
29) CC(C)COC(=O)Nc1nnc(Cc2ccccc2)s1
  -3.1, 4.4, 8.4, -0.8, 0.1, 2.9, -0.2, 2.7, 3.0
30) C/C(=N\NC(=O)c1nnn(-c2nonc2N)c1-c1cccs1)c1cccnc1
  2.7, 3.9, 0.6, 3.4, -1.5, 1.6, -0.2, -0.6, 6.1

The results go on:
Order of results – TPT1 inh, GASC-1 inh, core dimer inh, procasp3 activ, Fh CTSL1 inh, PP5 primary, Efflux pump mplx, PP1 counter, proCasp7 act
31) CC(C)(C)c1cccc(Oc2nn[nH]n2)c1
  2.0, -4.3, 1.2, -0.5, -0.8, 1.8, 0.0, -2.6, -2.5
32) Cc1ccc(S(=O)(=O)/N=S(\C)CC2CC2(Cl)Cl)cc1 (stereo unspecified)
  -0.2, 5.8, -0.4, -2.5, 0.3, 1.8, 0.1, 0.0, -1.0
33) CS(=O)(=O)c1ccc2nc(NC(=O)C3C4C=CC(C4)C3C(=O)O)sc2c1 (stereo unspecified)
  -1.5, -0.2&-20.1, -1.6, 0.5, 1.6, -0.3, 0.0, 0.8, 6.7
34) CCCCOc1ccc(/C=C/C2=CC(C)(C)NC(=S)N2)cc1OCC
  -3.1, 3.0, 4.2, -1.4, -0.8, 0.8, -0.1, 3.5, 3.0
35) CCOC(=O)C1CCN(C(=O)CN2C(=O)CSc3ccc(S(=O)(=O)N4CCOCC4)cc32)CC1
  1.9, 10.0, -5.3, -3.8, 0.0, -0.5, 0.0, -1.6, 3.9
36) CC(=O)Nc1ccc(OCC(O)Cn2nc(C)c(C(C)=O)c2C)cc1 (stereo unspecified)
  -1.6, -4.0, -0.9, -2.2, 1.5, 1.4, -0.1, -1.4, 6.5
37) COc1cc(NS(=O)(=O)c2ccc(N/C=C(\C=O)c3nc4ccccc4o3)cc2)nc(OC)n1
  5.0, 3.8, 1.6, 1.0, 0.8, 0.2, 0.0, 6.7, 6.1
38) N#Cc1c(SCC(=O)Nc2nccs2)sc2c(O)cc(=O)[nH]c12
  79.0*, -13.1, -32.6, -25.6, 2.6, 0.6, 0.0, 26.4*, -22.0
39) CCn1cc(C(=O)NC2CC(C)(C)Cc3c2cnn3-c2cccc(F)c2)cn1 (stereo unspecified)
  -2.5, 2.5, -4.8, -5.2, 2.2, 1.3, -1.4, -2.7, 2.0
40) CCO/N=C(\C)c1c(O)c2ccccc2n(C)c1=O
  -1.9, 1.2, -3.9, -12.4, 2.4, -0.5, -0.5, -2.0, -9.2
41) Cc1ccc(CNC(=O)c2cc(-c3ccccc3C)n(CC3CC(c4cccc([N+](=O)[O-])c4)=NO3)n2)cc1 (stereo unspecified)
  -1.4, -10.1, 20.4, 7.0, -2.4, 1.3, -0.1, 12.4, 11.5
42) CCN(CC(=O)NC1CCS(=O)(=O)C1)S(=O)(=O)c1ccc(C)c(C)c1 (stereo unspecified)
  0.3, 3.1, 1.6, 5.9, -1.2, 0.5, -0.1, -5.3, -4.3
43) CCC1(c2ccc(F)cc2)NC(=O)N(CC(=O)c2ccc[nH]2)C1=O (stereo unspecified)
  4.1, -6.8, 10.9, -0.5, 6.5, -2.4, -0.1, -4.3, -5.5
44) Cc1ccc(NC(=O)CN(C)S(=O)(=O)c2ccc(Cl)s2)c(O)c1
  ., -2.3, ., 3.0, ., 1.5, 0.1, 0.2, -2.4
45) Cc1ccc(N2C(=O)CC(Sc3nc(-c4ccccc4)c4cc(Cl)ccc4n3)C2=O)c(C)c1 (stereo unspecified)
  0.4, -4.3, 4.3, -5.9, 0.2, -1.5, -1.7, -5.0, 5.7
46) NC(=O)C1CCCN(S(=O)(=O)c2ccc(Br)cc2)C1 (stereo unspecified)
  -5.3, -2.6, -1.2, -7.4, -2.9, 0.4, -0.2, 0.0, 4.6
47) Cc1cc(C(=O)COc2ccc(C#N)cc2)c(C)n1-c1ccc2c(c1)OCO2
  1.4, -8.0, 21.1, -18.6, -0.1, 1.9, 0.5, 3.8, -3.5
48) COc1ccc(NC(=O)CN2C(=O)C(C)SC(C)C2=O)c(OC)c1 (stereo unspecified)
  0.9, -29.7, -1.0, -1.8, -1.8, 0.0, 0.0, -6.9, -9.9
49) CN(C)S(=O)(=O)c1ccc(C(=O)NNC(=O)C23CC4CC(CC(C4)C2)C3)cc1
  ., 7.7, ., 3.0, ., ., -0.1, ., -1.0
50) O=[N+]([O-])c1cccc(-c2cc3ccccc3[nH]2)c1
  2.0, -1.0, 4.2, 5.7, 6.9, 1.0, 0.1, -3.5, 1.4
51) N#Cc1ccccc1OCC(=O)NCC1(N2CCCCC2)CCCCC1
  4.7, 6.6, -1.9, -3.0, 0.8, 0.5, 0.0, -3.6, -2.2
52) O=C(Nc1nnc(CCN2CCOCC2)s1)c1ccccc1
  1.5, 4.5, -7.7, -11.8, 3.1, -1.1, 0.0, -10.7, -17.4
53) Cc1cc2nnc(SCC(=O)Nc3cc(S(=O)(=O)N4CCOCC4)ccc3Cl)n2c2ccccc12
  2.2, -4.1, -1.0, 2.2, -1.5, 1.5, 0.1, 4.5, -2.0
